# aSyn rescue – alpha-synuclein toxicity inhibition in yeast | Yeast expressing alpha-synuclein, growth rescue, BacTiter-Glo, 24 h | Potency, µM (highest dose often 46.1 µM), without a hit: at the highest dose growth rescue (activation), most hits filed as activators | 370,000 tested, 0.14% active; also: % of control where 0% means no effect; nearly all actives have a fitted effect of over 65% in size
#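 Galactose-induced alpha-syn yeast (OD600=0.02, raffinose-pregrown) + pinned cpd, 24 hr, 30 deg C; growth by BacTiter-Glo luminescence. Growth restoration scores as activation.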
# PTHR1 ag – PTHR1 (human) receptor agonism; 410,000 tested, 0.075% active; Potency, µM (series often up to 115 µM), for inactives: top-dose activation, hits mostly activators; HEK293 GP2 PTHR1 cells, GloSensor cAMP luminescence, 1 h; AID 743266; Q03431; also: nearly all actives have a fitted effect of over 55% in size; some results filed as inactive show a strong effect at the top dose; inactives centre near -15; many of its hits are not listed in these tables
#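 HEK-293-derived GP2 cells expressing PTHR1 and a GloSensor cAMP reporter, 3,000/well, plated overnight, given luciferin plus IBMX (each 0.5 mM as added) for 1 h at 37 °C, then compound for 1 h at 37 °C. Luminescence was read after 15 min at room temperature.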
# TDP-43 yeast inh – inhibitors of TDP-43 toxicity in yeast; TDP-43 expressing yeast growth rescue, BacTiter-Glo, 24 h; Potency, µM (highest dose often 46.1 µM), inactives show top-dose growth rescue (activation), hits mostly activators; 410,000 tested, 1.8% active; AID 652104; also: % of control where 0% means no effect; nearly all actives have a fitted effect of over 50% in size
#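 Cell-based yeast growth screen: TDP-43 expression induced in galactose, inoculum OD600=0.02 after raffinose pregrowth to mid-log. Read-out BacTiter-Glo luminescence at 24 hr, 30 deg C; inhibition of toxicity seen as signal increase.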
# EPAC1 agonist – activates human EPAC1 exchange factor | Potency, µM (series often up to 154 µM), for the others: at the top dose activation, most hits filed as activators | EPAC1 agonist qHTS, biochemical assay; response scale: 100% = response to 6.5 mM cAMP | AID 720707 | O95398 | 360,000 tested, 0.073% active; also: nearly all actives have a fitted effect of over 60% in size
# Target sequence (O95398 whole entry, looked up): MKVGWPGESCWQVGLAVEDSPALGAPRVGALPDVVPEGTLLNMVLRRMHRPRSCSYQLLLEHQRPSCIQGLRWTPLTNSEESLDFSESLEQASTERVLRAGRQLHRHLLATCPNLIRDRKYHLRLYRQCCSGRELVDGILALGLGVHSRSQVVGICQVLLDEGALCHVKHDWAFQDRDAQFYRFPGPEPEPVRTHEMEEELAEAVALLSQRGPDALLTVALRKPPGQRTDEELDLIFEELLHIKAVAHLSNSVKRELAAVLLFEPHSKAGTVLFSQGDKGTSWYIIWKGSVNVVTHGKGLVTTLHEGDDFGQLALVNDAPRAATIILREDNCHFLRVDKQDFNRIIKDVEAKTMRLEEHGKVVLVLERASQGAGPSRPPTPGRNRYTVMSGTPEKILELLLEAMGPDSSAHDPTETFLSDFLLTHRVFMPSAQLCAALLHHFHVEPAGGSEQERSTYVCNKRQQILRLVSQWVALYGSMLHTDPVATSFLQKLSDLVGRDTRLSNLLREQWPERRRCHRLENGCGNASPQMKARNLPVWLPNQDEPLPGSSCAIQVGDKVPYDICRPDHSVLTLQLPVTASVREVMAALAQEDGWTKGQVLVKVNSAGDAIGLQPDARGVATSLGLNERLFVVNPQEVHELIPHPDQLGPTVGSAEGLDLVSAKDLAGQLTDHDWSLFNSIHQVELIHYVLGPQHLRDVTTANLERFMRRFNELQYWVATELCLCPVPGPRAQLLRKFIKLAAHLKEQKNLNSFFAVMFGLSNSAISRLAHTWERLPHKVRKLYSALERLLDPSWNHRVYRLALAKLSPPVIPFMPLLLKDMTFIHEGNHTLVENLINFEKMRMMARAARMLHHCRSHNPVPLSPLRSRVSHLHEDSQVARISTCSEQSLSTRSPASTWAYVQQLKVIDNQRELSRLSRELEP
#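 Nucleotide exchange assay: 100 nM EPAC1 with 250 nM Rap1B loaded with BODIPY-GDP and 50 uM GDP, room temperature. Fluorescence (480/540 nm) read every 5 min for 30 min; signal change normalized to 6.5 mM cAMP as full agonist.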
# FUS suppressor – suppressors of FUS proteinopathy in yeast. AID 1347120. Potency, µM (titrated, usually from 76.6 µM), inactives show top-dose growth rescue (activation), most hits filed as activators. 390,000 tested, 0.24% active. S. cerevisiae FUS-expressing, growth rescue, OD600, 24 h;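 also: plate controls were DMSO vehicle for no effect and reference control for full effect; nearly all actives have a fitted effect of over 55% in size; some results filed as inactive show a strong effect at the top dose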
#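 Steps: raffinose overnight preculture; dilution to OD 0.005 in 2% galactose minimal medium; compound addition (concentration series); 24hr at 30C, 99% humidity; absorbance read at 600 nm.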
# EPAC2 agonist – activates human EPAC2 exchange factor. Q8WZA2. EPAC2 activation, biochemical qHTS; response scale: 100% = 6.5 mM cAMP response. Potency, µM (top dose mostly 154 µM), without a hit: at the highest dose activation, most hits filed as activators. 360,000 tested, 0.079% active; also: nearly all actives have a fitted effect of over 50% in size
#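 Compounds were titrated in qHTS against a Rap1B-BODIPY-GDP (250 nM) complex with EPAC2 (100 nM) and GDP (50 uM). BODIPY-GDP release tracked at 480/540 nm over 30 min at room temperature, normalized to 6.5 mM cAMP.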
# EPAC2 antag – EPAC2 (human) antagonism. EPAC2 GEF exchange of Rap1B-BODIPY-GDP, fluorescence. Potency, µM (series often up to 114 µM), without a hit: top-dose activity, negative = inhibition, hits mostly inhibitors. 360,000 tested, 0.18% active. AID 720708; also: % is scaled to controls: 0 for no effect and ±100 for the full control effect; nearly all actives have a fitted effect of over 45% in size; many of its hits are not listed in these tables
# EPAC1 antag – blocks human EPAC1 exchange factor; O95398; EPAC1 GEF assay, Rap1b-BODIPY-GDP exchange fluorescence; Potency, µM (highest dose often 115 µM), for inactives: top-dose activity change, negative = inhibition, usual class: inhibitors; 360,000 tested, 0.14% active; AID 720709;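 also: plate controls were vehicle for no effect and positive control for full effect; nearly all actives have a fitted effect of over 50% in size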
# Active calls of the source: *; i = inactive; ? = inconclusive; / = no result given; [ ] = another dose, or the depositor's remark. Calls follow the shape of the dose curve; as a rule, active = well fitted curve in the direction sought with a large enough effect; inconclusive = small, poorly fitted or top-dose-only effect, or another doubt; inactive = no such curve, though single readings can be large; an effect the other way counts as inactive or inconclusive. Potency is read from the fitted curve at half-maximal effect. This is a subset; count on the stated rates, not on these rows.
no.	structure	aSyn rescue	PTHR1 ag	TDP-43 yeast inh	EPAC1 agonist	FUS suppressor	EPAC2 agonist	EPAC2 antag	EPAC1 antag
1	CCCNC(=O)CNC(=S)N(Cc1cc(OC)c(OC)c(OC)c1)C1CCCC1	-0.5%	i	8.8%	0.0%	/	-5.3%	-2.6%	6.3%
2	Cn1c(C(=O)NC2CCCC2)cc2c(=O)n(C)c3ccccc3c21	19.1%	1.5%	-7.1%	-11.8%	12.5%	5.0%	1.4%	4.7%
3	O=c1[nH]c2cc3c(cc2cc1CN(Cc1ccco1)C(=S)NCC1CCCO1)OCCO3 (centres undefined)	0.5%	-20.7%	8.6%	5.9%	?	8.1%	-5.8%	-23.9%
4	c1ccc(-c2cn3nc4c(nc3n2)CCCC4)cc1	-8.5%	-46.2%[inhibitor]	-8.5%	20.2%	/	7.9%	6.2%	15.4%
5	CN(CC(=O)Nc1ccc(N2CCOCC2)cc1)CC(=O)Nc1ccc([N+](=O)[O-])cc1Br	1.1%	-13.4%	-10.3%[9.22 µM]	-0.7%	8.3%	6.8%	-3.0%	1.3%
6	COc1ccc(-c2ccc(C(=O)Nc3cccc(N(C)C)c3)c3occc23)c(C)c1	-0.2%	-25.0%	?	6.2%	?	8.6%	?	-20.4%
7	O=C(COc1ccccc1)NNc1nc2c(F)cccc2s1	0.9%	i	11.2%	2.3%	23.4%	14.8%	3.3%	-21.9%
8	Cc1cc(Cl)ccc1OC(C)C(=O)Nc1cnn(CCCC(=O)O)c1 (centres undefined)	-3.6%	?	-1.6%	13.1%	-5.4%	5.6%	3.4%	3.7%
9	Cc1nc(C(F)(F)F)ccc1C(=O)N1CCC1(C)C(=O)NS(=O)(=O)c1ccc(C(C)(C)C)cc1 (centres undefined)	2.7%	i	24.1%	-10.7%	21.9%	-4.1%	-10.6%	-6.1%
10	CSc1ccccc1NC(=O)c1cnccn1	-0.8%	-0.6%[57.5 µM]	-7.2%	8.1%	44.1%	5.8%	-19.5%	-18.1%
11	CC(C)n1nnnc1SCC(=O)NCc1ccc2c(c1)OCO2	-8.0%	i	12.8%	3.7%	-1.1%	1.2%	2.6%	0.6%
12	CCOc1ccc2oc(C(=O)Nc3cc(C)ccn3)c(C)c2c1	-20.1%	-9.8%	-31.7%[inhibitor]	-11.1%	11.3%	-5.7%	19.9%	-14.4%
13	C=COCCNC(=S)Nc1ccccc1	0.5%	i	-20.7%	3.6%	-29.6%	10.4%	6.2%	4.6%
14	COc1ccc(Cl)cc1C(=O)NC1CC(C)(C)NC(C)(C)C1	0.3%	-4.5%	24.4%	12.6%	-11.3%	2.9%	15.0%	0.9%
15	COCCn1nnnc1C(c1ccc2ncccc2c1)N1CCc2ccccc21 (centres undefined)	-0.3%	-4.6%[57.5 µM]	3.4%	1.5%	16.0%	5.2%	5.1%	-3.9%
16	Cn1c(C(=O)Nc2ccc3c(c2)OCCO3)cc2c(=O)n(C)c3ccccc3c21	3.0%	-22.3%	0.0%	2.8%	23.3%	3.5%	3.9%	2.3%
17	CC(C)N(C(=O)CSc1nnc(CNc2ccc(F)cc2)o1)C(C)C	11.8%	i	?	-6.4%	-5.7%	7.5%	7.6%	-6.4%
18	CCn1cc(C(=O)O)c(=O)c2cc(S(=O)(=O)N(C)C)ccc21	-0.8%	i	-17.0%	-4.1%	22.8%	6.9%	10.4%	16.5%
19	FC(F)(F)c1ccc2c(c1)C1C=CCC1C(c1ccncc1)N2 (centres undefined)	3.6%	-20.0%	-0.1%	8.2%	37.8%	-3.3%	-25.0%	-11.3%
20	O=C(CCCN1C(=O)CCC1=O)Nc1ccc2c(c1)OCCO2	2.0%	i	17.1%	6.0%	-13.7%	-6.4%	-6.0%	5.0%
21	COC(=O)COc1ccc(NS(=O)(=O)c2cccc([N+](=O)[O-])c2)cc1	2.6%	-25.5%	3.7%	1.5%	-8.4%	1.1%	8.5%	14.8%
22	CC(Sc1cccc[n+]1[O-])C(=O)Nc1ccc([N+](=O)[O-])cc1Cl (centres undefined)	-10.3%	-16.0%	9.5%	2.3%	9.9%	-6.4%	-0.2%	-2.7%
23	COc1ccc(C(=O)N/C(=C\c2ccc(OC)c(OC)c2)C(=O)N2CCCCC2)cc1	4.6%	3.4%	8.1%	6.4%	22.8%	10.7%	-2.3%	4.8%
24	O=C(O)CC(c1ccc(C(F)(F)F)cc1)N1Cc2ccccc2C1=O (centres undefined)	-1.4%	i	11.4%	-0.4%	-14.3%	-2.6%	4.2%	13.3%
25	Cc1oc(-c2ccc(Cl)cc2)nc1CN1CCCC(C(=O)NCCCN2CCOCC2)C1 (centres undefined)	-7.9%	-18.3%	4.2%	-8.6%	/	0.5%	-0.3%	-1.9%

# The list goes on, overlapping the part above by two compounds.
# Second line of a record: aSyn rescue | PTHR1 ag | TDP-43 yeast inh | EPAC1 agonist | FUS suppressor | EPAC2 agonist | EPAC2 antag | EPAC1 antag
24. O=C(O)CC(c1ccc(C(F)(F)F)cc1)N1Cc2ccccc2C1=O (centres undefined)
 : -1.4% | i | 11.4% | -0.4% | -14.3% | -2.6% | 4.2% | 13.3%
25. Cc1oc(-c2ccc(Cl)cc2)nc1CN1CCCC(C(=O)NCCCN2CCOCC2)C1 (centres undefined)
 : -7.9% | -18.3% | 4.2% | -8.6% | / | 0.5% | -0.3% | -1.9%
26. C=CCOc1cccc(C2C(C(=O)c3cccs3)=C(O)C(=O)N2Cc2cccnc2)c1 (centres undefined)
 : 2.2% | -7.3% | -10.1% | -7.6% | ? | -7.1% | -15.3% | -5.6%
27. O=C(N/N=C/c1ccc[nH]1)c1cc2ccccc2cc1O
 : -0.3% | -10.5% | 5.5% | 15.8% | 32.4% | -4.7% | ? | -21.2%
28. O=C(O)c1ccccc1C1=Nc2ccc(O)cc2Oc2cc(O)ccc21
 : 5.8% | -10.0% | 22.5% | 100µM* | / | ? | 87.6%[activator] | 65.8%[activator]
29. CCOC(=O)C1(Cc2ccc(O)cc2)NC(c2ccco2)C2C(=O)N(c3ccccc3F)C(=O)C21 (centres undefined)
 : 6.0% | 9.0% | 0.1% | -10.8% | 11.9% | 5.7% | -19.4% | 0.0%

# Compound profiles, from the list above.
# C=CCOc1cccc(C2C(C(=O)c3cccs3)=C(O)C(=O)N2Cc2cccnc2)c1 (centres undefined) is entered as aSyn rescue = 2.2%; PTHR1 ag = -7.3%; TDP-43 yeast inh = -10.1%; EPAC1 agonist = -7.6%; FUS suppressor = ?; EPAC2 agonist = -7.1%; EPAC2 antag = -15.3%; EPAC1 antag = -5.6%
# CCOC(=O)C1(Cc2ccc(O)cc2)NC(c2ccco2)C2C(=O)N(c3ccccc3F)C(=O)C21 (centres undefined) is entered as aSyn rescue = 6.0%; PTHR1 ag = 9.0%; TDP-43 yeast inh = 0.1%; EPAC1 agonist = -10.8%; FUS suppressor = 11.9%; EPAC2 agonist = 5.7%; EPAC2 antag = -19.4%; EPAC1 antag = 0.0%

# Assay outcomes from PubChem.
